High-throughput results as filed in PubChem.
GRP78 ERSR act = ER stress response induction in glioma; U87-MG GRP78 promoter luciferase reporter, 16 h; Potency, µM, for inactives: top-dose activation, usual class: activators; hit rate 0.02% among 420,000; active = well fitted activation curve with a large enough effect; inconclusive = small, poorly fitted or top-dose-only effect; inactive = no such curve, though single readings can be large or run the other way; note: series mostly up to about 76 µM; % of control where 0% means no effect; nearly all actives have a fitted effect of over 35% in size
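Stably transfected U87-MG human glioma cells carrying a GRP78-based luminescent sensor were seeded at 1000 cells/well, pin-dosed with compounds and incubated 16 h. Luciferase reagent was then added, and end-point luminescence was read after 10 min at room temperature.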
The depositor's hits bear a star; ? = inconclusive; & = joins results of further samples. Potency is the fitted concentration of half-maximal effect. These rows are one share of the data. The share of hits here may be higher or lower than overall.

Start of the listing, in advance (2 entries):
Molecule	GRP78 ERSR act
CC(C)=CCC/C(C)=C/CO/N=C1/C[C@@H](O)[C@@H](O)[C@@H]2[C@@H]3C(=O)N(Cc4ccccc4)C(=O)[C@H]3CC[C@H]12	-3%
CC(=O)OCC1OC(C#CC2=CCCCC2)C=CC1OC(C)=O (stereo not drawn)	-3%

The list itself, previewed entries included:
Molecule	GRP78 ERSR act
CC(C)=CCC/C(C)=C/CO/N=C1/C[C@@H](O)[C@@H](O)[C@@H]2[C@@H]3C(=O)N(Cc4ccccc4)C(=O)[C@H]3CC[C@H]12	-3%
CC(=O)OCC1OC(C#CC2=CCCCC2)C=CC1OC(C)=O (stereo not drawn)	-3%
CNc1cc(-c2ccccc2CN(C)C)ncn1	3%
Cc1noc(C)c1C(=O)N1CCC2(CC1)CN(Cc1cc(C(F)(F)F)cc(C(F)(F)F)c1)C2	-4%
CC[C@H](C)[C@H](NC(=O)[C@H](Cc1ccc(O)cc1)NC(=O)[C@H](Cc1cnc[nH]1)NC(=O)[C@H](CCCNC(=N)N)NC(=O)[C@H](CC(C)C)NC(=O)[C@H](C)NC(=O)[C@H](CO)NC(=O)[C@H](Cc1ccc(O)cc1)NC(=O)[C@H](Cc1ccc(O)cc1)NC(=O)[C@H](CCCNC(=N)N)NC(=O)[C@H](C)NC(=O)[C@H](CC(C)C)NC(=O)[C@H](CC(=O)O)NC(=O)[C@H](CCC(=O)O)NC(=O)[C@H](C)NC(=O)[C@@H]1CCCN1C(=O)[C@H](C)NC(=O)[C@H](CC(=O)O)NC(=O)[C@H](CCC(=O)O)NC(=O)CNC(=O)[C@@H]1CCCN1C(=O)[C@H](CC(N)=O)NC(=O)[C@H](CC(=O)O)NC(=O)[C@@H]1CCCN1C(=O)[C@H](CCCCN)NC(=O)[C@@H](N)CO)C(=O)N[C@@H](CC(N)=O)C(=O)N[C@@H](CC(C)C)C(=O)N[C@H](C(=O)N[C@H](C(=O)N[C@@H](CCCNC(=N)N)C(=O)N[C@@H](CCC(N)=O)C(=O)N[C@@H](CCCNC(=N)N)C(=O)N[C@@H](Cc1ccc(O)cc1)C(N)=O)[C@@H](C)O)[C@@H](C)CC	0%
O=C(Nc1cccc(F)c1)N1CC[C@@]2(CCCN(C(=O)c3cc(C(F)(F)F)cc(C(F)(F)F)c3)C2)C1	0%
N#C/C(=C/c1ccc(O)c(O)c1)C(=O)OC/C=C/c1ccccc1	0%
COc1ccccc1C(=O)N[C@@H]1c2ccccc2C2(CCN(Cc3nccs3)CC2)[C@H]1OC	-4%
O=C1C2=CC[C@H]3C(=O)N(C4CCCCC4)C(=O)[C@@H]3[C@@H]2[C@H](O)[C@@H]2O[C@H]12	-12%
CC1(C)O[C@@H]2C[C@H]3[C@H]4C[C@H](F)C5=CC(=O)C=C[C@@]5(C)[C@@H]4[C@H](O)C[C@]3(C)[C@]2(C(=O)CO)O1	-2%
CC(=O)OC1CC[C@]2(C)C(CC(OC(C)=O)[C@]3(C)C2CC[C@@]2(C)C(c4ccoc4)OC(=O)C4O[C@]432)C1(C)C (stereo partly drawn)	-6%
CCCCC/C=C\CC1OC1CCCCCCCC(=O)O (stereo not drawn)	-3%
COc1cccc(Cn2c(=O)c(-c3ccc(Cl)cc3)nc3cnc(N(C)C)nc32)c1	-2%
CNc1ncnc2c1ncn2[C@H]1C[C@H](O)[C@@H](CO)O1	-3%
COC(=O)NC(/C(C(=O)OC)=C(\C)NCc1ccccc1)c1cccs1 (stereo not drawn)	-5%
CC(C)(C)c1ccc(S(=O)(=O)/C=C\C#N)cc1	-10%
CN(C)C(=O)c1ccc(-c2ccc3ncnc(NC4CC4)c3c2)cc1	-4%
COCCn1c(=O)c(-c2ccccc2)nc2cnc(N3CCOCC3)nc21	-1%
CC(C)[C@H]1COC(c2cc(Cl)cc(Cl)c2)=N1	-5%
Clc1cccc(C=NC=Nc2cccc(Cl)c2)c1	3%
NCCCC(N)CC(=O)NCC1NC(=O)C(CO)NC(=O)C(N)CNC(=O)C(C2CCN=C(N)N2)NC(=O)/C(=C/NC(N)=O)NC1=O (stereo not drawn)	-5%
CC(NC(=O)c1ccco1)c1nnc2n1CCN(Cc1ccc(N3CCCC3)cc1)CC2 (stereo not drawn)	-6%
CCOC(=O)N/N=C1/C[C@@H](O)[C@@H](O)[C@@H]2[C@H]3C(=O)N(c4ccc(F)cc4F)C(=O)[C@@H]3CC[C@H]12	-4%
O=[N+]([O-])c1ccc2c(c1)S(=O)(=O)C=C2	-15%&-13%
Cc1cccc(CNc2ccnc(-c3ccccc3Cl)n2)c1	-3%
CCCCCCC#CC1C=CC(OC(=O)OCC)C(COC(=O)OCC)O1 (stereo not drawn)	?
CC(C)(C)NC[C@H](O)CSc1nc(-c2ccc(C(N)=O)s2)cs1	-4%
O=C(CO)NCCCOc1cccc(CN2CCCCC2)c1	-3%
CN(C)c1ccc(-c2nc(Nc3ccncc3)c3ccccc3n2)cc1	-3%
COc1ncc2nc(CCc3ccccc3)c(=O)n(CCC#N)c2n1	-3%
COc1cc(-c2c(OC)cccc2OC)cc2c1OCCN(C(=O)CCn1nc(C)cc1C)C2	5%
COc1cc2nc(N3CCN(C(=O)[C@H]4CCCO4)CC3)nc(N)c2cc1OC	-4%
COC(C)=O	-3%
CN1CCN(c2ncc3nc(-c4cccc(C#N)c4)c(=O)n(Cc4ccc(F)cc4)c3n2)CC1	-7%
COc1ccccc1CNc1cc(-c2cccc(C#N)c2)ncn1	0%
Cn1c2ccccc2c2cc(C(=O)N3CCOc4ccc(C(C)(O)CCn5cccn5)cc4C3)ccc21 (stereo not drawn)	-3%
N#C/C(=C\c1ccc(O)c(O)c1)C(=O)OCCc1cccs1	4%
CC(=O)OC[C@@H]1O[C@@H](O/N=C2/C[C@@H](O)[C@@H](O)[C@@H]3[C@@H]4C(=O)N(Cc5ccc6c(c5)OCO6)C(=O)[C@H]4CC[C@@H]23)[C@H](OC(C)=O)[C@H](OC(C)=O)[C@@H]1OC(C)=O	-5%
CC(=O)Oc1ccc2c(c1OC(C)=O)OCC1(O)Cc3c(cc(OC(C)=O)c(OC(C)=O)c3OC(C)=O)C21 (stereo not drawn)	-1%
CC[C@H](CC[C@@H](C)C1CC[C@H]2[C@@H]3CC=C4C[C@@H](O)CC[C@]4(C)[C@H]3CC[C@]12C)C(C)C (stereo partly drawn)	-1%
CC(=O)OCC1OC(C#Cc2ccc(F)cc2F)C=CC1OC(C)=O (stereo not drawn)	?
COc1cccc(Cn2c(=O)c(-c3cn(C)c4ccccc34)nc3cnc(OC)nc32)c1	-4%
CCC(Cc1c(I)cc(I)c(O)c1I)C(=O)O (stereo not drawn)	-1%
CN(C)Cc1ccccc1	-4%
CCC(=O)CC	-5%
Fc1ccc(Nc2ccnc(-c3ccccc3C(F)(F)F)n2)cc1	1%
COc1ccc2c(c1)C(c1ccc3c(c1)OCO3)CC(=O)O2 (stereo not drawn)	-5%
COc1cccc(Nc2ncc3nc(-c4ccc(F)cc4)c(=O)n(C)c3n2)c1	-1%
Brc1c(Br)c(Br)c2[nH]cnc2c1Br	-11%&-7%
Cc1cc(=O)oc2cc(O[C@@H]3O[C@H](C(=O)O)[C@@H](O)[C@H](O)[C@H]3O)ccc12	-2%

Continued.
Molecule	GRP78 ERSR act
CSc1ccc(CN2CCOc3ccc(CN4CCCCC4CO)cc3C2)cc1 (stereo not drawn)	-2%
CCNCCCNCCCCNCCCNCC	-2%
N#Cc1cccc(NC(=O)N2CCCC3(CCN(C(=O)c4ccncc4)CC3)C2)c1	-4%
O=C(c1ccco1)N1CCC2(CCCN(Cc3ccccc3)C2)CC1	-3%
C[C@@H]1CN(Cc2ccc3c(c2)CN(C(=O)CCc2nc4ccc(F)cc4[nH]2)CCO3)C[C@H](C)O1	0%
COc1ccc(CNc2cc(-c3ccccc3C)ncn2)c(OC)c1	3%
Cc1cc2c(nc1C)CCCCN2C[C@H](C)O/N=C1/[C@H]2O[C@@H]2[C@@H](O)[C@H]2[C@H]1CCn1c(=O)n(-c3ccccc3)c(=O)n12	-5%
COCCn1c(=O)c(-c2ccc(F)cc2)nc2cnc(Oc3ccccc3)nc21	-1%
CSc1ccccc1C(=O)NCc1nc(-c2cccc(NC(=O)c3ccoc3C)c2)oc1C	0%
CC[C@@H](C)[C@H]1O[C@]2(CC[C@H]1C)C[C@@H]1C[C@@H](CC=C(C)[C@@H](O[C@H]3C[C@H](OC)[C@@H](O[C@H]4C[C@H](OC)[C@@H](O)[C@H](C)O4)[C@H](C)O3)[C@@H](C)C=CC=C3CO[C@@H]4[C@H](O)C(C)=C[C@@H](C(=O)O1)[C@]34O)O2	-12%

Taken from above:
CCNCCCNCCCCNCCCNCC | GRP78 ERSR act = -2%
O=C(c1ccco1)N1CCC2(CCCN(Cc3ccccc3)C2)CC1 | GRP78 ERSR act = -3%

More structures:
Molecule	GRP78 ERSR act
COCC(=O)Nc1cc(C(=O)N2CCN(C3CCCC3)C(=O)C2)c2c(c1)nc(-c1ccncc1)n2C	-3%
COc1ccc(C(=O)N2CCC3(CC2)CN(c2cccc(-c4ccccc4)c2)C3)cc1	-5%
Nc1nc(=S)c2ncn([C@H]3O[C@@H](CO)[C@@H](O)[C@@H]3O)c2[nH]1	-5%
COc1ncc2nc(-c3cn(C)c4ccccc34)c(=O)n(CCC#N)c2n1	-3%
CC1(C)C(O)C=C[C@@]2(C)C1CC(=O)O[C@@]1(C)C3=CC(=O)OC(c4ccoc4)[C@]3(C)CCC21 (stereo partly drawn)	-4%
C=CC[C@H](N)C(=O)O	-1%
O=C(NC1CCC(n2cc(C(=O)NC3CC3)nn2)CC1)C(=O)c1ccccc1 (stereo not drawn)	-3%
Oc1ccc(O)cc1	-8%&-6%&3%
CO[C@]1(NC(=O)Cc2cccs2)C(=O)N2C(C(=O)O)=CC(COC(N)=O)S[C@H]21 (stereo partly drawn)	-3%
CC1CCC2(OC1)OC1CC3C4CC[C@@H]5CC(O)CC[C@@]5(C)C4CC(=O)[C@]3(C)C1C2C (stereo partly drawn)	-2%
COc1ncc2nc(-c3cc(F)cc(F)c3)c(=O)n(C)c2n1	-4%
O=C1CC(c2ccccc2O)Oc2ccc(O)cc21 (stereo not drawn)	?
CC(C)NC(=O)N1CC2(CCN(C(=O)c3ccco3)CC2)C1	-3%
O=Cc1ccccc1C=O	-11%
OCC1OC(c2ccccc2)C=CC1Oc1cc(Cl)cc(Cl)c1 (stereo not drawn)	-3%
CCCCCCNC(=O)n1cc(F)c(=O)[nH]c1=O	3%
Cc1cc2nc3c(=O)[nH]c(=O)nc-3n(CC(O)C(O)C(O)COP(=O)(O)O)c2cc1C (stereo not drawn)	2%
O=C(NCC1CCC2(CCN(Cc3cccc4ncccc34)CC2)O1)c1ccccc1 (stereo not drawn)	-5%
COc1ccc2[nH]cc(CCNc3ncncc3-c3ccoc3)c2c1	-1%
NCC1O[C@H](O[C@@H]2C(O)[C@H](O[C@H]3OC(CO)C(O)C(N)C3O)[C@@H](N)C[C@H]2N)[C@@H](N)CC1O (stereo partly drawn)	-5%
Cc1csc(SCC(=O)NCC2Cc3cc(-c4cncnc4)ccc3O2)n1 (stereo not drawn)	-1%
COC(=O)C(C)CCCC(C)CCCC(C)CCCC(C)C (stereo not drawn)	-9%
CCN(CCCCO)c1nc(C)nc2c1c(C)c(C)n2-c1c(C)cc(C)cc1C	2%
COc1cc(O)c(C)c(O)c1	-3%
CCCCCC(=O)O[C@H](CC(=O)O)C[N+](C)(C)C	-2%
Cc1oc(-c2ccccc2NC(=O)c2ccccc2)nc1CNC(=O)c1c(-c2ccccc2)noc1C	-2%
CC(C)C[C@H](NC(=O)[C@H](CO)NC(=O)CNC(=O)[C@H](CCCCN)NC(=O)[C@H](CCCN=C(N)N)NC(=O)[C@H](C)NC(=O)[C@H](Cc1ccccc1)NC(=O)[C@@H](N)CCCN=C(N)N)C(=O)N[C@@H](CCCN=C(N)N)C(=O)N[C@@H](CCC(N)=O)C(=O)N[C@@H](CCCCN)C(=O)N[C@@H](CC(N)=O)C(=O)N[C@H](C(=O)O)C(C)C	-6%
C=C[C@]1(C)CC(=O)[C@@]2(O)[C@@]3(C)C(O)CCC(C)(C)C3C(O)C(OC(C)=O)[C@@]2(C)O1 (stereo partly drawn)	-3%
COc1ccc(-n2c(=O)c(-c3cccs3)nc3cnc(OC)nc32)cc1	-5%
CN(C)c1ccc(-c2cc(-n3ccnc3)ncn2)cc1	0%
COc1ccc(COC(=O)N/N=C2/C[C@@H](O)[C@@H](O)[C@@H]3[C@@H]4C(=O)N(C(C)(C)C)C(=O)[C@H]4CC[C@@H]23)cc1	-3%
CC(=O)NCCNc1ncnc2ccc(-c3ccoc3)cc12	0%
CCCC[C@H](NC(=O)[C@@H]1CCCN1C(=O)[C@H]1CCCN1C(=O)[C@H](Cc1ccccc1)NC(=O)[C@@H](Cc1c[nH]c2ccccc12)NC(=O)[C@H](C)NC(=O)[C@H](CCCN=C(N)N)NC(=O)OC(C)(C)C)C(N)=O	2%
Nc1nc(F)nc2c1ncn2[C@@H]1O[C@H](COP(=O)(O)O)[C@@H](O)[C@@H]1O	-3%

Quoted from the listing (three entries):
Molecule	GRP78 ERSR act
COc1ccc(-n2c(=O)c(-c3cccs3)nc3cnc(OC)nc32)cc1	-5%
CN(C)c1ccc(-c2cc(-n3ccnc3)ncn2)cc1	0%
COc1ccc(COC(=O)N/N=C2/C[C@@H](O)[C@@H](O)[C@@H]3[C@@H]4C(=O)N(C(C)(C)C)C(=O)[C@H]4CC[C@@H]23)cc1	-3%
